# Source: PubChem
# UHRF1 binding: human UHRF1 methylated DNA binding inhibitors; inhibition, % at 4.4 µM; UHRF1 binding to methylated oligo, TR-FRET; Q96T88; 0.75% of 370,000 active; in the data active = inhibition above about 21%;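 also: UHRF1 SRA domain binding a hemimethylated CpG hairpin DNA probe; 0% = median of test compound wells and 100% = reference inhibitor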
# Target sequence (Q96T88 whole entry, looked up, the tested form may be a part): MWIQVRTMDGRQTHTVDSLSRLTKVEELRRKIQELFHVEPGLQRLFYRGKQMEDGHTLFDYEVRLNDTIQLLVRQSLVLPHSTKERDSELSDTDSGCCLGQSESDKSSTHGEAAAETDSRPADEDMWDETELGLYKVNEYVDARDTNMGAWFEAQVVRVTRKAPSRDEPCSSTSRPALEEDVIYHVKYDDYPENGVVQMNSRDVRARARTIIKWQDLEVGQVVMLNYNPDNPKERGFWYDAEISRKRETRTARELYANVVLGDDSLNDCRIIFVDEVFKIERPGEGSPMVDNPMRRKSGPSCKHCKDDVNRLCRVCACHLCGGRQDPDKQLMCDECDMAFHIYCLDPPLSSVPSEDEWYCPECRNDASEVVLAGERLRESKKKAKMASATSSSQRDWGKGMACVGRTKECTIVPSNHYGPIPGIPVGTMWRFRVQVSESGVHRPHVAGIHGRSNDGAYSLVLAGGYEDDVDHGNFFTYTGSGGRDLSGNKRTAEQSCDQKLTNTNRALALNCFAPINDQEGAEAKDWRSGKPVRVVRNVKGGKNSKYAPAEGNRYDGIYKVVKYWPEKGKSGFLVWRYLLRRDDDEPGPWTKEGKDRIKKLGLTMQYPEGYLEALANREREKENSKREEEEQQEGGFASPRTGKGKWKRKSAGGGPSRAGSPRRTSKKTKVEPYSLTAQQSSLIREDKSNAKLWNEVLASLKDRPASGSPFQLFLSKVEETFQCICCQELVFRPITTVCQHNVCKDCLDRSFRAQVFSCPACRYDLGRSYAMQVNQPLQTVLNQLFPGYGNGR
# mABHD4 FP: inhibits mouse alpha/beta hydrolase domain 4 | purified mABHD4, FP-Rh probe fluorescence polarization | 0.54% of 370,000 active | inhibition, % at 8.92 µM | Q8VD66;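 active = inhibition exceeding the mean over every tested compound plus 3 SD, cut at about 30% in these data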;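 also: 0% = plate median of compound wells and 100% = S159A mutant with DMSO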
#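 Material: mouse ABHD4 enzyme, wild type; Benchmarks: S159A mutant high control, sample median low control; Buffer or medium: HEPES pH 7.0, NaCl, Pluronic buffer; Signal: fluorescence polarization; Read-out: percent inhibition of probe binding, normalized to plate controls; Timing: pre-incubation 45 min, probe exposure 60 min, at 25 °C; Dosing: 8.92 µM, single dose.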
# MBD2 DNA inh: MBD2-methylated oligo binding inhibition; inhibition, % at 4.4 µM; 0.31% of 370,000 active; AID 686964; TR-FRET, MBD2 binding to methylated oligonucleotide; in the data active = inhibition above about 13%
# PRMT1 inh: blocks human protein arginine methyltransferase 1; AID 652257; Q99873; recombinant PRMT1, activity-based probe fluorescence polarization; 1.3% of 370,000 active; inhibition, % at 2.79 µM;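 active = inhibition above about 21% made by adding two undisclosed values, limit read from the data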
# HTRA1 inh: blocks human HTRA1 serine peptidase. inhibition, % at 5.96 µM. 0.5% of 340,000 active. recombinant HTRA1, FP-rhodamine activity-based probe, fluorescence polarization. AID 504803. Q92743; in the data active = inhibition above about 36%;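 also: 0% = enzyme with DMSO and 100% = wells lacking enzyme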
# rCAG RNA binder: molecules binding r(CAG) RNA repeats; r(CAG) RNA repeat, TO-PRO-1 dye displacement fluorescence; inhibition, % at 3 µM; 1.3% of 370,000 active;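 active = inhibition above the plate cutoff, the mean of all test compounds on that plate plus 3 SD, cut at about 35% in these data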;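 also: 0% = DMSO alone and 100% = 100 µM mitoxantrone as full dye displacement; higher means more dye released from RNA so lower well fluorescence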
# GC-A act: GC-A (human) enzyme activation | P16066 | HEK293 GC-A cells, cGMP TR-FRET, EC30 ANP; 0% at EC30 ANP, 100% saturating ANP | activation, % at 10 µM | 0.14% of 370,000 active | AID 1671463; in the data active = activation above about 40%
# GC-B act: GC-B (human) receptor activation; P20594; HEK293-GC-B cells, CNP EC30, cGMP TR-FRET; 0% at EC30 CNP, 100% saturating CNP; activation, % at 10 µM; 0.11% of 370,000 active; AID 1920062;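 active = activation at 10 µM reaching about 35% in either raw or pattern-adjusted values, limit read from the data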
# SIAE inh: blocks human sialic acid acetylesterase; Q9HAT2; SIAE FP-Rh probe binding, fluorescence polarization; inhibition, % at 9.66 µM; 0.69% of 370,000 active;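 active = inhibition above a cutoff: mean of compounds within the control limits plus 3 SD of those, cut at about 17% in these data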;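 also: 0% = plate median of compound wells and 100% = probe without SIAE protein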
# TCR-CD3 inh: inhibitors of human TCR-CD3 interaction; 0.37% of 360,000 active; AID 651800; TAMRA-labeled TCR probe fluorescence, biochemical; inhibition, % at 9.4 µM; in the data active = inhibition above about 19%;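 also: recombinant mutant TCR 2C K166C tagged with TAMRA read by polarization; 0% = receptor in buffer alone and 100% = receptor with positive control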
# Active calls of the source: *; . = not tested or not shown; & = joins results of further samples.
SMILES,UHRF1 binding,mABHD4 FP,MBD2 DNA inh,PRMT1 inh,HTRA1 inh,rCAG RNA binder,GC-A act,GC-B act,SIAE inh,TCR-CD3 inh
O=C(c1ccco1)N1N=C(c2cccs2)CC1c1ccc(F)cc1 (stereo not given),1,-20,0,5,-15,5,-1,-4,2,-4
CN(C(=O)COC(=O)c1cc2ccccc2cc1O)c1c(N)n(Cc2ccccc2)c(=O)[nH]c1=O,0,-1,1,5,-10,7,-1,-2,-4,-3
O=C(COc1ccc(-c2ccccc2)cc1)N1CCN(C(=O)c2cccs2)CC1,-2,0,5,-1,-5,-2,4,-7,-3,6
COc1cccc(NC(=O)CN2C(=O)NC(C)(c3ccc(C)cc3)C2=O)c1 (stereo not given),1,-5,-5,3,4,2,5,-1,14,2
CCOCCCNC(=O)c1cn(CC)c2ccc(S(=O)(=O)N(C)C3CCCCC3)cc2c1=O,-2,-6,-2,-1,-10,-4,2,-6,-1,6
CC(C)[C@H](N)C(=O)OCCOCn1cnc2c(=O)[nH]c(N)nc21,-1&0,-7&6,-4&7,1&4,-1&5,2&-1,10&10,11&4,0&-2,13&3
CCc1cc(C(c2ccccc2OC)N2CCOCC2)c(NC(=O)c2ccccc2)s1 (stereo not given),-2,-11,-5,3,-19,4,-7,-2,5,0
Cc1ccc(NC(=O)NCCCCc2ccccc2)cc1,0,-5,9,5,-5,-5,4,-2,-4,-1
CC(=O)Nc1ccc(NC(=O)c2ccc(COc3ccccc3)cc2)cc1,0,3,-3,0,-2,2,3,1,-12,1
Oc1ccc(Cl)cc1CNc1ccc(Br)cn1,0,-14,-1,-2,-23,1,-23,-27,1,0
O=C(Nc1ccccc1F)c1ccco1,-2,2,-5,2,-3,1,3,1,3,4
CCN1CCN(C(=S)Nc2ccccc2Cl)CC1,-2,6,-4,0,4,1,4,1,-4,6
CCCNC(=S)N1CCC(NC(=O)C23CC4CC(CC(C4)C2)C3)CC1,1,7,-1,1,-2,-7,-3,4,0,-2
CNC(=O)c1ccccc1NC(=O)C1CC(=O)N(c2ccc(OC)cc2)C1 (stereo not given),3,3,2,-4,12,-6,-2,1,2,-4
COc1ccc(NC(=O)Cc2c(C(=O)O)n(C)c3ccccc23)cc1OC,-1,-1,-1,-1,4,10,-1,0,6,-3
CCCCn1c(CN2CCN(C(=O)OCC)CC2)nc2c1c(=O)n(C)c(=O)n2C,3,-1,5,4,-5,-1,-4,-2,-5,-3
Cc1cc(C)n(CCNC(=O)CC2C(=O)NCCN2Cc2ccccc2C(F)(F)F)n1 (stereo not given),-1,0,1,-1,-4,-12,-6,0,2,1
CC(C)(C)OC(=O)N1CCC[C@H]1C(=O)Nc1ccc(Br)cc1,-4,5,-1,-4,-1,-2,-4,-5,1,3
CCC(CC)c1nnc(NC(=O)/C=C/c2ccco2)s1,-1,-6,0,0,-7,-1,3,2,7,3
O=C(Nc1ccc(Cc2ccncc2)cc1)C1CCC(N2C(=O)C3C4C=CC(C5CC45)C3C2=O)CC1 (stereo not given),7,0,8,1,3,-3,-1,2,-7,-4
O=C(Cn1ccc2ccccc2c1=O)NCCC(=O)N1CCN(c2ccccc2)CC1,4,-2,2,-1,1,1,-1,-4,1,-2
COC(=O)c1sc(-c2ccccc2)cc1NC(=O)C1CC1,-3,-10,1,0,-24,0,-3,-5,0,9
COc1ccccc1-c1cccc(-c2nc(C(=O)Nc3nccs3)cc3c2[C@@H](CCO)N(C(=O)CC2CC2)C3)c1,0,-5,2,3,.,11,3,1,-15,-3
COC(=O)CNC(c1ccccc1Cl)c1cc(Br)ccc1NC(=O)CCN1CCOCC1 (stereo not given),0,7,-3,22*,-30,-7,-10,-9,-2,-4
Cc1cc(C)cc(NC(=O)CCCn2nc(C)c3c(C)n(-c4ccccc4)nc3c2=O)c1,1,4,0,-3,5,-1,-29,-11,-4,-2
CC1(C)NC(=O)N(CC(O)Cn2c3ccccc3c3ccccc32)C1=O (stereo not given),0,1,3,-3,-6,0,-6,1,8,6
O=C(O)c1ccc(C2SCC(=O)N2Cc2ccco2)cc1 (stereo not given),1,0,-6,0,4,0,3,3,2,2
CCOc1ccc(NC(=O)CN(C)C(=O)c2ccc3c(c2)C(=O)N(CCC(C)C)C3=O)cc1OCC,0,0,-3,5,3,-3,3,-1,1,-3
O=C(CCc1nnc(COc2ccccc2)o1)NCc1ccc(Cl)s1,-1,0,-3,-1,-17,-2,0,-1,-5,-1
Cc1c(C(c2ccc(F)cc2)c2c(C)n(C)n(-c3ccccc3)c2=O)c(=O)n(-c2ccccc2)n1C,1,-4,1,1,-2,-1,-4,-9,-1,-3
COc1cc(OC)nc(Nc2nc(C(N)c3ccccc3Cl)cs2)n1 (stereo not given),-2,16,2,-1,.,10,-8,-8,-2,8
CCOC(=O)C1CCCN(C(=O)Cn2c(=O)c3cccn3c3cccnc32)C1 (stereo not given),-1,-5,1,-2,0,1,1,-2,4,6
COc1ccc(NC(=O)C2CCN(C(=O)Nc3ccccc3)CC2)cc1S(=O)(=O)N(C)C,2,3,-1,1,-5,3,2,9,4,6
Cc1ccc(C)c(NC(=O)CN(C)C(=O)c2ccc(S(=O)(=O)N(C)c3ccccc3)cc2)c1,2,-5,5,2,-4,2,2,1,7,-3
O=C(NC1CCCC1)C(c1cccs1)N(CC1CCCO1)C(=O)Cc1cccs1 (stereo not given),-1,0,-1,1,0,-2,-10,-7,2,1
CCC[C@H]1OC(=O)[C@@H]2CCCN2C(=O)[C@H]([C@H](C)Cc2ccccc2)NC(=O)[C@@H]2CCCN2C(=O)[C@@H]2CCCN2C(=O)[C@H](C(C)C)OC(=O)[C@@H]2CCCN2C(=O)[C@H](C(C)C)NC(=O)C1(C)C,1,-3,2,2,.,.,1,3,3,.
COc1cc(C)c(Br)cc1S(=O)(=O)NCCCN1CCOCC1,1,2,-1,1,1,-2,-3,-5,-6,-1
CCC(CO)Nc1ccn2nc(-c3ccccc3)cc2n1 (stereo not given),0,-3,1,1,.,1,3,-5,-2,-2
CCCCn1nnnc1C(CC)N1CCN(C/C=C/c2ccccc2)CC1 (stereo not given),22*,1,10,4,.,0,-2,0,-6,-6
COc1ccc(CN2CCNC(=O)C2CC(=O)N(C)Cc2nccs2)c(OC)c1 (stereo not given),0,-7,1,0,5,2,-3,-2,-6,4
CCOC(=O)CC1COCCN1C(=O)c1cc(COc2ccccc2SC)on1 (stereo not given),0,2,0,1,6,1,0,-3,-11,5
Cc1cc(OCC(=O)OCC(=O)NC2CCS(=O)(=O)C2)ccc1Cl (stereo not given),-2,1,6,-2,0,2,1,-6,4,8
Cc1cc(O)c(/C=N/OCc2ccc(Cl)cc2Cl)c(=O)o1,1,1,-1,2,-6,3,-1,1,-4,-4
COc1cccc(NC(=O)c2nn(C34CC5CC(CC(C5)C3)C4)cc2[N+](=O)[O-])c1,4,-6,-1,1,-59,3,-2,-7,-4,6
COCCCNC(=O)c1cccn2c(=O)c3cc4ccccc4cc3nc12,-6,5,-5,4,-4,11,-4,-1,-15,-4
COc1ccc(C2=Nn3c([n+](C)c4ccccc43)SC2)cc1,-35,-2,0,14,2,4,4,0,6,7
CCn1cc(C(=O)O)c(=O)c2cc(F)c(N3CCN(C(=O)Nc4ccccc4)CC3)cc21,6,0,2,5,3,-1,-1,-1,0,2
COc1ccccc1C(=O)NNC(=O)C(=O)N1CCCCC1,2,-6,2,1,5,2,1,-8,-4,7
O=C(C(=O)N1CCN(C/C=C/c2ccccc2)CC1)c1ccccc1,-1,-12,10,4,.,2,-1,0,-1,-3
CCCCc1nnc(NC(=O)C=C(C)C)s1,-2,-1,1,-1,-4,-4,0,6,-7,4
O=C(NCCc1ccc(Cl)cc1)C1CCN(S(=O)(=O)N2CCCC2)CC1,-1,1,-3,-4,-7,-4,0,2,12,0
CC(C)(C)OC(=O)N1CCCN(C(=O)Nc2ccc(C(F)(F)F)cc2)CC1,-1,3,1,-4,.,-9,1,2,-1,-6
COC(=O)CCC(=O)OC1(C)C(=O)C=C2C=C(C3CC3)N(C3CC3)C=C2C1=O (stereo not given),2,18,-1,11,-4,1,0,4,0,9
COc1ccc2nc(NC(=O)C3CCCN3S(=O)(=O)c3ccc(C)cc3)sc2c1 (stereo not given),7,-19,3,-1,-43,6,5,1,-7,-6
CSCCC(NS(=O)(=O)c1cc(C(=O)O)ccc1Cl)C(=O)O (stereo not given),-2,3,-1,0,0,-2,5,6,-6,7
COc1cccc(OCC(=O)NC2CCCCC2)c1,-1,2,-5,1,9,-4,-1,-3,5,7
O=C(CN(C(=O)CCC(=O)Nc1nccs1)c1ccc(F)cc1)NCc1ccc(F)cc1,3,-10,1,5,-1,-2,-4,2,0,-2
Cc1ccccc1NC(=S)NC1(C)CCS(=O)(=O)C1 (stereo not given),-3,5,-2,-1,1,1,1,3,-4,8
CCOc1ccc2oc(C(=O)OCC(=O)NC(=O)NC)c(C)c2c1,-1,1,-5,-4,1,2,-1,-4,3,4
O=C(O)c1ccc(SCc2cnc(Cl)s2)cc1,-3,-6,-3,6,4,5,2,0,1,-3

# Next part
SMILES,UHRF1 binding,mABHD4 FP,MBD2 DNA inh,PRMT1 inh,HTRA1 inh,rCAG RNA binder,GC-A act,GC-B act,SIAE inh,TCR-CD3 inh
Cc1ccc(/C(O)=C/c2nc3ccccc3oc2=O)cc1,-12,29,-12,7,.,7,16,-4,14,0
COc1ccc(S(=O)(=O)Nc2cccc(-n3cnnn3)c2)cc1OC,0,1,2,1,2,3,2,3,-2,1
CC1CCCN1CC#CC(O)(c1ccccc1)c1ccccc1 (stereo not given),14,8,5,0,.,-11,-7,-5,-1,-10
Cc1cccc(NS(=O)(=O)c2ccc(C)c(C(=O)NCc3ccncc3)c2)c1,8,3,5,3,-4,3,2,1,3,-4
CCOCC(=O)Nc1cc(C(=O)Nc2cccc(C)c2C)ccc1Cl,1,-4,-2,2,0,-6,1,-5,-7,2
Cc1ccc(Cc2c(C(C)(C)C)nc3ccc(Br)cn23)cc1,23*,5,7,3,.,13,-5,1,9,5
CN(C)c1ccc(NC(=O)CSc2n[nH]c(-c3ccncc3)n2)cc1,2,-8,1,-4,-3,1,5,1,1,-4
CC(=O)c1ccc(NC(=S)N2CCCC2)cc1,1,12,-2,-2,-1,-3,2,2,7,8
Cc1nc2ncccn2c1-c1csc(NCc2ccco2)n1,3,9,-3,11,24,3,1,3,15,-2
Cc1ccc(-c2nnc(SCC#CCOC(=O)c3cccs3)o2)cc1,2,-5,3,6,-15,0,8,-1,-4,-9
CC(C)(C)c1ccc2c(c1)OC(C(=O)N/N=C\c1ccncc1)CO2 (stereo not given),-1,-6,4,-4,-8,-1,5,-3,1,-1
Cc1c(C)c2ccc(OCc3ccc(C(=O)O)o3)c(C)c2oc1=O,7,-12,7,7,10,13,3,2,-7,3

# Quoted at random: 3 entries already listed, in no set order.
SMILES,UHRF1 binding,mABHD4 FP,MBD2 DNA inh,PRMT1 inh,HTRA1 inh,rCAG RNA binder,GC-A act,GC-B act,SIAE inh,TCR-CD3 inh
CCOCCCNC(=O)c1cn(CC)c2ccc(S(=O)(=O)N(C)C3CCCCC3)cc2c1=O,-2,-6,-2,-1,-10,-4,2,-6,-1,6
COC(=O)CNC(c1ccccc1Cl)c1cc(Br)ccc1NC(=O)CCN1CCOCC1 (stereo not given),0,7,-3,22*,-30,-7,-10,-9,-2,-4
Cc1ccc(C)c(NC(=O)CN(C)C(=O)c2ccc(S(=O)(=O)N(C)c3ccccc3)cc2)c1,2,-5,5,2,-4,2,2,1,7,-3

# Some of the compounds tested, so the mix of outcomes need not match the whole.
